OX1R antag-1 – human HCRTR1 antagonism | inhibition, % at 5 µM | O43613 | CHO/OX1R cells, Fluo-8 calcium fluorescence, orexin A | 330,000 tested, 0.43% active | AID 434989;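 active = inhibition above its plate's threshold, mean inhibition of all tested compounds on the plate plus 3 SD, cut at about 37% in these data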;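 also: 0% = orexin A challenge wells and 100% = SB-334867-A antagonist wells; not every result past the cut was called active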
Target sequence (O43613 whole entry, looked up): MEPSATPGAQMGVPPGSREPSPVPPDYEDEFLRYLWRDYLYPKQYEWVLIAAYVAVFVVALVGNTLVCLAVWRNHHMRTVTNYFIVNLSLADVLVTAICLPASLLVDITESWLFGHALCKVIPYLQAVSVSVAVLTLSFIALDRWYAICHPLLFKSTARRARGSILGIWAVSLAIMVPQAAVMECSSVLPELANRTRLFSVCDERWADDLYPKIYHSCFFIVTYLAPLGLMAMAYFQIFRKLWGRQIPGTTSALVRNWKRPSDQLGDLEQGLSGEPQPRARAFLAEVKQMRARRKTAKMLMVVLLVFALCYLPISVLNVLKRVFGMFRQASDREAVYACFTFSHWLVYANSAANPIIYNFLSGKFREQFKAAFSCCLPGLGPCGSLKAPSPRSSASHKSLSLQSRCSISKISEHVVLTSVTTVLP
OX1R antag-2 – OX1R (human) antagonism; O43613; AID 485270; 330,000 tested, 1.8% active; OX1R-expressing cells, FRET antagonist read-out; inhibition, % at 6.6 µM; in the data active = inhibition mostly above about 38%, no sharp cut-off; inactive = mostly below about 40%;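 also: 0% = agonist challenge alone and 100% = reference antagonist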
* = called active by the depositor. Rows were taken by chance. Share with any hit: about 2.1%.

SMILES | OX1R antag-1 | OX1R antag-2
O=C(O)CN(c1ccccn1)S(=O)(=O)c1ccc(Cl)cc1 | 3 | 11
NC1=NC(=O)/C(=C/c2cccc(F)c2)S1 | -8 | 17
O=C(Nc1ccccc1N1CCOCC1)c1ccc2ccccc2c1 | -37 | 11
O=c1c2ccccc2[nH]c(=S)n1CCCN1CCOCC1 | -11 | 1
c1ccc2[nH]c(NCc3ccc4c(c3)OCO4)nc2c1 | -6 | 7
CN1C(=O)CC(N2CCN(Cc3ccc(Cl)cc3)CC2)C1=O (centres undefined) | -9 | 7
NS(=O)(=O)c1ccc(Sc2ccccn2)c([N+](=O)[O-])c1 | -8 | 21
CS(=O)(=O)N(CC(=O)N1CCN(c2ccccc2F)CC1)C1CCCCC1 | -12 | -6
COc1ccc(C2C(C(=O)NCCN(C)C)c3cc(OC)c(OC)cc3C(=O)N2C)cc1OC (centres undefined) | -12 | -1
O=C(NCCO)c1ccc2c3n(nc2c1)-c1ccc(Cl)cc1CO3 | -11 | 38
CCN(Cc1nc(-c2ccc(C)cc2)no1)C(=O)c1ccco1 | -6 | 19
Cc1onc(-c2ccccc2)c1C(=O)OCC(=O)N1CCC(C)CC1 | -20 | 6
O=C(NCCCc1ccccc1)C(=O)NCC1OCCN1S(=O)(=O)c1cc(F)ccc1F (centres undefined) | -6 | 10
Cc1cc(NC(=O)c2ccc([N+](=O)[O-])cc2Cl)ccc1NC(=O)c1ccco1 | -4 | 1
COc1cccc(CC2(CO)CCCN(Cc3cn[nH]c3C3CCCCC3)C2)c1 (centres undefined) | -36 | 3
Cc1ccc(SCC(=O)O/N=C(\N)c2ccc([N+](=O)[O-])cc2)cc1 | -1 | 23
O=C(COc1ccc2ccccc2c1Br)Nc1ncn[nH]1 | -3 | 7
O=C(C[n+]1cc(Br)cc2ccccc21)c1ccc(Br)cc1 | -15 | 23
O=C(O)CCCC(=O)NCc1c(Cl)cccc1Sc1ccc(Cl)cc1 | -5 | 12
COc1ccccc1C(=O)NCC(=O)OCC(=O)NNC(=O)c1ccc(Br)cc1 | -21 | 2
COc1cc(-c2cc(C(=O)NCc3ccc(S(N)(=O)=O)cc3)c3ccccc3n2)cc(OC)c1OC | -20 | -10
COc1cc(/C=C2\C(=N)N3N=C(S(C)(=O)=O)SC3=NC2=O)ccc1OS(=O)(=O)c1ccc(C)cc1 | -4 | 14
COc1cc(C2C(=O)N(C3CCCC3)CC(=O)N2Cc2ccco2)ccc1OC(C)C (centres undefined) | -24 | 4
COc1ccc(CSc2nc3ccccc3c(=O)n2CCCN2CCOCC2)cc1F | -16 | -13
COc1ccc(-c2n[nH]c(C)c2-c2cnn(-c3ccccc3)c2)c(O)c1 | -18 | 14
O=C(NNC(=S)NC1CCCCC1)c1cccs1 | -21 | 7
CC(CC(=O)NCCc1ccc(F)cc1)c1ccccc1 (centres undefined) | -24 | -6
Cc1[nH][nH]c(=O)c1N=Nc1ccc(S(N)(=O)=O)cc1 | 0 | 41*
COc1ccc(Cc2nnc(NC(=O)Nc3ccccc3OC)s2)cc1 | -19 | -2
C/C(=N/N=C1/NC(=O)CC(C(=O)O)S1)c1ccccc1 (centres undefined) | -1 | 25
CC(=O)c1sc(NC(=O)CCS(=O)(=O)c2ccccc2)nc1C | 0 | 29
C=CCNC(=O)COc1cc(C)ccc1C | -11 | 5
Cc1ccc(NCC(=O)NNC2=NCCC2)c(C)c1 | -13 | 16
O=C(Nc1ccccc1Cl)c1cccc(COc2cc(Cl)ccc2Cl)c1 | -16 | 8
COc1cc(/C=C2\CCC(C3CCCC3)C2=O)cc(OC)c1OC (centres undefined) | -20 | 17
COc1ccc(/C=C(/NC(=O)c2ccccc2)C(=O)N2CCOCC2)cc1OC | -7 | 16
COc1ccccc1NC(=O)NC1(C(=O)N2CCC(O)CC2)CCCCC1 | 2 | 21
CC(C)n1c(O)c(N=NC(=O)c2ccccc2NS(=O)(=O)c2cccs2)c2ccccc21 | -22 | 8
CC(=O)Oc1ccccc1C(=O)OCCN=C1NS(=O)(=O)c2ccccc21 | -3 | 17
CCOC(=O)c1nn(-c2ccccc2C)c(=O)c2c(N)scc12 | -14 | 9
S=C(NC1CCCCC1)N1CCN(C2CCCCC2)CC1 | -28 | 15
O=C(O)c1cc(NC(=O)c2cccc(N3C(=O)c4ccccc4C3=O)c2)cc(C(=O)O)c1 | -6 | 21
Cc1c(Cl)cnc(NC(=O)COC(=O)C(NC(=O)c2ccco2)C(C)C)c1Cl (centres undefined) | -45 | 15
C/C(CC(=O)Nc1ccc(Cl)cc1Cl)=N\NC(=O)c1ccco1 | -27 | 14
Cc1ccc(S(=O)(=O)NN2C(=O)c3ccccc3NC2c2ccccn2)cc1 (centres undefined) | -31 | 29
COc1ccc(C(=O)CCC(=O)N2CCN(c3ccc(C)cc3)C(C)C2)cc1 (centres undefined) | -45 | 12
COc1cc(C(=O)Nn2c(C)nc3ccccc3c2=O)cc(OC)c1OC | -21 | -2
Cc1ccc(S(=O)(=O)C2C(=O)N(C)C3(C)CC2c2ccccc2O3)cc1 (centres undefined) | -8 | 22
Cc1cc(NC(=O)COC(=O)C2CCC2)no1 | 1 | -1
O=C(CC1(C(=O)O)CCCC1)N1CCOCC1 | -10 | 13
FC(F)Oc1ccc(-n2cc(-c3ccccc3)[n+]3c2CCCCC3)cc1 | 2 | 11
CCOC(=O)C1CCN(C(=O)C2CCN(C(=O)c3ccc([N+](=O)[O-])cc3)CC2)CC1 | -9 | 81*
Cc1ccccc1NS(=O)(=O)c1cc(C(N)=O)ccc1C | 11 | 14
Cc1ccc(-c2cc(C(=O)NCCCN3CCOCC3)c3ccccc3n2)cc1C | -36 | 10
CCCCCCOc1ccc(N2C(=O)CC(N3CCN(C(=O)c4ccco4)CC3)C2=O)cc1 (centres undefined) | -16 | -5
CC(C)(C)c1cc(N2CCOCC2)n2ncc(-c3ccccc3)c2n1 | -2 | 18
CCOc1cccc(C(=O)Nc2ccccc2OC(F)F)c1 | -23 | 28
O=[N+]([O-])CC(=Nc1ccc(F)cc1)N/N=C\c1oc(O)c2ccccc12 | -17 | 19
CCCc1cc(=O)[nH]c(Nc2ccc3c(c2)OCCO3)n1 | -8 | 3
CC(NC(=O)COc1ccccc1)C(c1ccccc1)N1CCN(C)CC1 (centres undefined) | -19 | 2

An excerpt of these results, comma-delimited:
Molecule,OX1R antag-1,OX1R antag-2
O=C(O)CN(c1ccccn1)S(=O)(=O)c1ccc(Cl)cc1,3,11
NC1=NC(=O)/C(=C/c2cccc(F)c2)S1,-8,17
O=C(Nc1ccccc1N1CCOCC1)c1ccc2ccccc2c1,-37,11
O=c1c2ccccc2[nH]c(=S)n1CCCN1CCOCC1,-11,1
c1ccc2[nH]c(NCc3ccc4c(c3)OCO4)nc2c1,-6,7
CN1C(=O)CC(N2CCN(Cc3ccc(Cl)cc3)CC2)C1=O (centres undefined),-9,7
NS(=O)(=O)c1ccc(Sc2ccccn2)c([N+](=O)[O-])c1,-8,21
CS(=O)(=O)N(CC(=O)N1CCN(c2ccccc2F)CC1)C1CCCCC1,-12,-6
COc1ccc(C2C(C(=O)NCCN(C)C)c3cc(OC)c(OC)cc3C(=O)N2C)cc1OC (centres undefined),-12,-1
O=C(NCCO)c1ccc2c3n(nc2c1)-c1ccc(Cl)cc1CO3,-11,38
CCN(Cc1nc(-c2ccc(C)cc2)no1)C(=O)c1ccco1,-6,19
Cc1onc(-c2ccccc2)c1C(=O)OCC(=O)N1CCC(C)CC1,-20,6
O=C(NCCCc1ccccc1)C(=O)NCC1OCCN1S(=O)(=O)c1cc(F)ccc1F (centres undefined),-6,10
Cc1cc(NC(=O)c2ccc([N+](=O)[O-])cc2Cl)ccc1NC(=O)c1ccco1,-4,1
COc1cccc(CC2(CO)CCCN(Cc3cn[nH]c3C3CCCCC3)C2)c1 (centres undefined),-36,3
Cc1ccc(SCC(=O)O/N=C(\N)c2ccc([N+](=O)[O-])cc2)cc1,-1,23
O=C(COc1ccc2ccccc2c1Br)Nc1ncn[nH]1,-3,7
O=C(C[n+]1cc(Br)cc2ccccc21)c1ccc(Br)cc1,-15,23
O=C(O)CCCC(=O)NCc1c(Cl)cccc1Sc1ccc(Cl)cc1,-5,12

Remaining list, next part.
SMILES | OX1R antag-1 | OX1R antag-2
CC(C)c1cccc(C(C)C)c1NC(=O)CN1CCCC1 | -13 | -1
CCn1c(/C=C/c2ccccc2C)nc2ccccc2c1=O | -12 | 17
CCOC(=O)c1cnc2c(c(C)nn2CC)c1Cl | 5 | 5
CCNc1nc(NC(C)(C)C)nc(N2CCCCC2)n1 | -21 | 16
CCOC(=O)c1c(CCl)nc2ccccc2c1C | -9 | 33
COc1ccccc1-c1nn(-c2ccccc2)cc1C(=O)N1CCN(C(=O)c2ccco2)CC1 | -14 | 4
CN(CC(=O)Nc1ccccc1Cl)C(=O)c1cc(=O)[nH]c2ccccc12 | -6 | 7
Cc1ccc(N(CC(=O)NC2CC3CCC2C3)S(C)(=O)=O)cc1C (centres undefined) | -19 | 6
CN1CCN(c2ccccc2NC(=O)c2ccc(-c3ccccc3)cc2)CC1 | -23 | 15
CC(Sc1nncn1C)C(=O)Nc1ccccc1-c1ccccc1 (centres undefined) | 2 | 7
COc1ccc(S(=O)(=O)Cc2ccc(C(=O)NC3CCCCC3)o2)cc1 | -16 | 6
COc1cccc(OCC(=O)NNC(=O)C(=O)Nc2cccc(C)c2)c1 | -26 | 9
COc1ccc(/C=C/C(=O)NCCSCc2ccco2)cc1 | -12 | 8
CSC1=C(C#N)C(c2ccncc2)C(C(=O)Nc2ccccc2)=C(C)N1 (centres undefined) | -21 | 21
COc1ccc(/C=C2/C(=O)N(c3cccc(F)c3)N=C2C)c(OC)c1 | -22 | -4
O=C(COc1ccccc1[N+](=O)[O-])NCc1cccnc1 | 1 | -8
O=C(OCc1ccc2c(c1)OCO2)c1ccc(S(=O)(=O)N2CCCCC2)cc1 | -18 | -3
Cc1ccsc1/C=N/Nc1ccc(F)cc1F | -14 | 18
CN(CCC1CCOCC1)C(=O)CC1C(=O)NCCN1CC1CCCCC1 (centres undefined) | -17 | 7
C/C(=N/NC(=O)c1ccccc1)c1ccc(NC(=O)C(F)(F)F)cc1 | -9 | 16
CCN(CC(=O)NCc1cccs1)C(=O)c1ccccc1Cl | -18 | 11
CC1CCCC(C)N1/N=C/c1cc(Br)c(O)c(Br)c1 (centres undefined) | -2 | 16
CCn1c(NCc2cccc(OC)c2OC)nc2ccccc21 | -28 | 17
O=C(Nc1ccc(Cc2ccncc2)cc1)c1ccc(N2CCOCC2)c([N+](=O)[O-])c1 | -19 | 9
CN(C)S(=O)(=O)c1ccc(Cl)c(NC(=O)COc2ccccc2[N+](=O)[O-])c1 | -28 | 11
CN1CCN(S(=O)(=O)c2ccc(NC(=O)C3CCCO3)cc2)CC1 (centres undefined) | 1 | 8
Cc1ccc(S(=O)(=O)Nc2ccc(C(=O)Nc3ccncc3)cc2)cc1 | -2 | 24
O=C(/C=C/Nc1ccc(F)c(Cl)c1)c1ccco1 | -18 | 24
CC(/C=C/c1ccccc1)=N/NC(=O)c1nc2nc(C)cc(C)n2n1 | 2 | 43
O=C(O)CC(CC(=O)Nc1ccc(F)c(Cl)c1)c1ccc(Cl)cc1Cl (centres undefined) | -3 | 31
CCOC(=O)N1CCN(CC(=O)c2ccc3c(c2)CCN3C(C)=O)CC1 | -18 | 5
S=c1[nH]nc(-c2ccco2)n1/N=C/c1ccc(Cl)cc1Cl | -3 | 22
O=C(NCCc1ccccc1)C1c2ccccc2C(=O)N1C1CC1 (centres undefined) | -8 | 19
O=C(CN(Cc1ccccc1)C(=O)CCC(=O)Nc1nccs1)NCc1ccc(F)cc1 | -22 | 8
O=C(O)c1cccc(Sc2ccc(Br)cc2C(=O)O)c1 | -6 | 2
CCC1CCC(NC2CCCCNC2=O)CC1 (centres undefined) | -9 | -2
O=C1NCCCC1C(=O)Nc1cccc(C(F)(F)F)c1 (centres undefined) | -19 | 15
Cc1csc2nc(CNS(=O)(=O)N(C)C)cn12 | -4 | -7
Cc1cc(C(=O)NNC2CC(=O)N(c3ccc4ccccc4c3)C2=O)c(C)o1 (centres undefined) | -13 | 3
O=C(COc1ccc(Br)cc1)NCCNC(=O)c1ccncc1 | -5 | 14
Cc1nn(-c2ccccc2)c(N)c1C(c1ccc(C(C)C)cc1)c1c(C)nn(-c2ccccc2)c1N | -14 | 12
Cc1ccc(Nc2nc(N)c([N+](=O)[O-])c(NCc3ccco3)n2)cc1C | -57 | 28
Cc1ccccc1NC(=O)CNc1ccccc1C(=O)NCc1ccco1 | -16 | 6
CCOc1ccc(NC(=O)[C@H](Cc2ccccc2)NC(=O)C2CCNCC2)cc1 | -4 | 23
Cc1cc(N2CCCCC2C)nc(-c2ccccc2O)n1 (centres undefined) | -40 | 7
O=C(Cn1c(NCCCO)nc2ccccc21)c1ccc(Br)cc1 | -25 | 8
CCC(=O)N1c2ccc(S(=O)(=O)CCC(=O)Nc3nccs3)cc2CC1C (centres undefined) | -7 | 1
COc1ccc(C2C(C#N)=C(N)N(N(C)C)C3=C2C(=O)CCC3)cc1 (centres undefined) | -3 | -4
O=C(CN1CCN(S(=O)(=O)c2cccc(Br)c2)CC1)N1CCCCC1 | -4 | 2
O=C(CC1(O)C(=O)c2ccccc2C1=O)c1ccccc1 | -16 | 8
Brc1cccc(-c2nc3cccnc3nc2-c2cccc(Br)c2)c1 | -12 | 6
